Screening data from PubChem BioAssay.
LmPK inh – inhibitors of Leishmania mexicana pyruvate kinase. Q27686. purified LmPK, Kinase-Glo ATP luminescence, 1 h. Potency, µM (titrated, usually from 57.5 µM), inactives show top-dose activity change, negative = inhibition, usual class: inhibitors. 290,000 compounds, 0.37% hits; further: potency means the concentration at half of the fitted maximal effect; on the % scale 0 is the no-effect control and ±100 the full control effect
Target sequence (Q27686 whole entry, looked up): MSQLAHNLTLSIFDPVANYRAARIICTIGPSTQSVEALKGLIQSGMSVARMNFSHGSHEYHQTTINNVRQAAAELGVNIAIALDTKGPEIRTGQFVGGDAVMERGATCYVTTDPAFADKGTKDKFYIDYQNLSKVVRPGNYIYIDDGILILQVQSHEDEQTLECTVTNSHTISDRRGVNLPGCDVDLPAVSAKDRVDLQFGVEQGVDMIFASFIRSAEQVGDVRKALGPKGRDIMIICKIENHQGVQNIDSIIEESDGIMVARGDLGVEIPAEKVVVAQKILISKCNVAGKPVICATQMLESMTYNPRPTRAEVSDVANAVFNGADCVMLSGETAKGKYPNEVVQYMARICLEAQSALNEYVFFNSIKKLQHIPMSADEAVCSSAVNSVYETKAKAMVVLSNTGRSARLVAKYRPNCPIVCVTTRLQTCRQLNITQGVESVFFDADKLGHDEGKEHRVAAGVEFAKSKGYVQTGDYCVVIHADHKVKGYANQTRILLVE
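Kinase-Glo luminescence read after 1 h RT reaction of 0.1 nM LmPK with 0.5 mM PEP and 0.1 mM ADP. Activity scaled between uninhibited and enzyme-free controls.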
Pf growth 96h – inhibits malaria parasite growth, 96 h. P. falciparum luciferase reporter growth, 96 h. Potency, µM (highest dose often 28.7 µM), for inactives: at the highest dose activity change, negative = inhibition, most hits filed as inhibitors. 320,000 compounds, 6.9% hits. AID 504834; further: potency means the concentration at half of the fitted maximal effect; on the % scale 0 is the no-effect control and ±100 the full control effect
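Two parasite generations (96 h, 37 C, 5% CO2) of compound exposure in infected erythrocytes (0.05% parasitemia, 2% hematocrit). Luciferase-reporter P. falciparum; decreased luminescence indicates inhibited growth, aimed at apicoplast-acting delayed death.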
Tb PYK inh – blocks Trypanosoma brucei pyruvate kinase. Q57TT1. TbPYK enzyme, Kinase-Glo Plus ATP luminescence, 45 min. Potency, µM (titrated, usually from 76.8 µM), for inactives: at the highest dose activity, negative = inhibition, actives largely listed as inhibitors. 410,000 compounds, 0.12% hits; further: potency means the concentration at half of the fitted maximal effect; on the % scale 0 is the no-effect control and ±100 the full control effect; nearly all actives have a fitted effect of over 50% in size
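Enzyme and substrate buffer are dispensed first and compound is pin-transferred. ADP at 130 uM final then starts the reaction, which runs 45 min at room temperature. Detection reagent is added for 10 min before luminescence is imaged.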
Shiga inhibitor – blocks Shiga toxin action in Vero cells; 290,000 compounds, 9.2% hits; inhibition, % at 38.7 µM; Vero cells, Shiga toxin protein synthesis inhibition reporter; in the data active means inhibition mostly above about 28%, no sharp cut-off; inactive means mostly below about 43%; further: 0% is about no effect
Cycloheximide cs – counter-screen hit for Shiga toxin inhibitors, cycloheximide; cell reporter, cycloheximide protein synthesis inhibition counterscreen; max response, %; 300,000 compounds, 12% hits; AID 2314; in the data active means max response mostly above about 13%, no sharp cut-off; inactive means mostly below about 14%; further: read at 38.3 µM for the half of the compounds with a filed dose; 0% is about no effect
AmpC inh no detg – blocks E. coli AmpC beta-lactamase in detergent-free assay; P00811; AmpC nitrocefin hydrolysis, absorbance 480 nm, 0.0001% Triton; Potency, µM (top dose mostly 57.1 µM), inactives show at the highest dose activity change, negative = inhibition, most hits filed as inhibitors; 330,000 compounds, 0.52% hits; AID 485341;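 further: potency means the concentration at half of the fitted maximal effect; plate controls were no compound for no effect and no enzyme for full effect; nearly all actives have a fitted effect of over 20% in size; some results filed as inactive show a strong effect at the top dose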
Target sequence (P00811 whole entry, looked up): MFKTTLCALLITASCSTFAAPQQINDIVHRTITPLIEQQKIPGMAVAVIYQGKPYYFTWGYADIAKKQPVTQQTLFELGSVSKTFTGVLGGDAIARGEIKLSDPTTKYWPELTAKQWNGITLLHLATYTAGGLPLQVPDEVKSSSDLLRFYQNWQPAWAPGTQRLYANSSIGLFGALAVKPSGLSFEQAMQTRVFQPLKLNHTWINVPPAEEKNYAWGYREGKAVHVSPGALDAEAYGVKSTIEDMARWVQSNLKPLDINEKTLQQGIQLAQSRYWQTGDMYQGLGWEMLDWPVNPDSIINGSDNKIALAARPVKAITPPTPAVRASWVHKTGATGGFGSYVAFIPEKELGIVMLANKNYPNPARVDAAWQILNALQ
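AmpC (5.3 nM in the dispensed reagent) in 20 mM phosphate pH 7.0 with 0.01% (detergent screen) or 0.0001% Triton X-100 was preincubated with compounds for 15 min at room temperature. Nitrocefin was then added from an 800 uM solution, and hydrolysis was followed at 480 nm.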
Pf growth 48h – P. falciparum growth inhibition at 48 hours (one generation); P. falciparum luciferase growth in erythrocytes, 48 h; Potency, µM (top dose mostly 28.7 µM), for inactives: at the top dose activity change, negative = inhibition, usual class: inhibitors; 310,000 compounds, 5.9% hits; AID 504832; further: potency means the concentration at half of the fitted maximal effect; on the % scale 0 is the no-effect control and ±100 the full control effect
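Luciferase-expressing parasites in RBCs, 2% Hct / 0.1% parasitemia final; RPMI 1640 + 0.5% Albumax; 37 C, 5% CO2, one generation; luminescence read-out, lower signal = inhibition.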
* = called active by the depositor; ? = inconclusive; . = no result given; & = joins results of further samples; [ ] = dose if it differs, or a comment. Unless noted, the call rests on the fitted dose curve; in most records, active means well fitted curve in the direction sought with a large enough effect; inconclusive means small, poorly fitted or top-dose-only effect, or another doubt; inactive means no such curve, though single readings can be large; an effect the other way counts as inactive or inconclusive.

Order of results – Pf growth 48h, Shiga inhibitor, Tb PYK inh, Cycloheximide cs, AmpC inh no detg, Pf growth 96h, LmPK inh
CCCNC(=O)CSc1n[nH]c(=O)n1CCc1ccccc1
→ -2%, -6, -4%, -1, -9%, -2%, -3%
COc1ccc(/C=C/C(=O)Nc2ccccc2C(F)(F)F)cc1OC
→ -9%, -26, 0%, -4, 11%, 1%, 1%
O=C(COc1ccc(Cl)cc1Cl)NC(=S)Nc1ccc(CN2CCOCC2)cc1
→ 16%, 7, -8%, 1, 76%[activator], 24%, 3%
NC(=O)C1CCN(C(=O)C2CCN(S(=O)(=O)c3ccccc3)CC2)CC1
→ ., -13, 1%, -1, -17%, ?, -2%
COc1ccc2c(c1OC)C(=O)N(c1ccc(OCc3ccccc3)cc1)C2=O
→ 14%[0.00184 µM], -7, -4%, -3, -11%, -9%, -1%
COC(=O)C1=C(C)N(C)C(C)=C(C(=O)OC)C1c1ccccc1C
→ ?, -14, -3%, -4, 23%, -3%, 3%
COC(=O)c1c(NC(=O)COc2ncnc3ccccc23)sc(C)c1C
→ -17%, 8, 1%, -2, 30%, ?, 0%
CCS(=O)(=O)N1CCN(c2ccc([N+](=O)[O-])c(NC(C)c3ccccc3)c2)CC1 (stereo not drawn)
→ ?, -11, -13%, -5, -19%, ?, 4%
CCCc1ccc(OCc2ccc(C(=O)O)o2)c(OC)c1
→ 177%[activator], 134*, 3%, 74*, -5%, 202%[activator], 5%
CCCCN(CC)CCNC(=O)c1cc2c(=O)[nH]c3ccc(C)cc3c2s1
→ 8.3µM*, -5, -3%, 6, -3%, 8%, 6%

Full records from above. Values in the order: Pf growth 48h	Shiga inhibitor	Tb PYK inh	Cycloheximide cs	AmpC inh no detg	Pf growth 96h	LmPK inh
CCS(=O)(=O)N1CCN(c2ccc([N+](=O)[O-])c(NC(C)c3ccccc3)c2)CC1 (stereo not drawn) across the screens: ?	-11	-13%	-5	-19%	?	4%
COC(=O)c1c(NC(=O)COc2ncnc3ccccc23)sc(C)c1C across the screens: -17%	8	1%	-2	30%	?	0%
CCCCN(CC)CCNC(=O)c1cc2c(=O)[nH]c3ccc(C)cc3c2s1 across the screens: 8.3µM*	-5	-3%	6	-3%	8%	6%

Later entries
Order of results – Pf growth 48h, Shiga inhibitor, Tb PYK inh, Cycloheximide cs, AmpC inh no detg, Pf growth 96h, LmPK inh
CN1CCN(C(=O)c2cc([N+](=O)[O-])cc([N+](=O)[O-])c2)CC1
→ ?, -9, -2%, 3, -1%, ?, 2%
CSc1nc2ccc(Nc3nc(N4CCOCC4)nc(N4CCOCC4)n3)cc2s1
→ 9.3µM*, -6, 1%, -1, -6%, ., 4%
O=C(CC(=O)c1ccccc1)Nc1cccnc1Cl
→ 95%[activator], 73*, 3%, 44*, -17%, -4%, -10%
Clc1cccc(Cl)c1CN1CCN(c2ncccn2)CC1
→ -9%, 8, -2%, 2, 7%, ?, -4%
CC1CCCCN1C(=S)NC(=O)c1ccccc1 (stereo not drawn)
→ -20%, ., -10%, ., -12%, -14%, .
COCC(=O)Nc1ccc(F)cc1
→ 9%, 22, 5%, -2, -10%, 31%[5.75 µM], 2%
CCn1c(=O)cc(OCC(=O)Nc2ccc(OC)c(OC)c2)c2ccccc21
→ -5%, 8, -1%, -4, 46%, 36%[activator], 5%
COc1ccc(C(=O)Nc2ccc(-c3cn4ccsc4n3)cc2)cc1S(=O)(=O)N1CCOCC1
→ ?, 26, 4%, -5, 58%, 0.33µM*, 1%
O=C(CSc1nccn(-c2ccc(F)c(F)c2)c1=O)NC1CCCC1
→ -5%, ., 8%, ., -5%, 27%, .
COC(=O)C1=C(C)N(C)C(=O)NC1c1c(O)ccc2ccccc12 (stereo not drawn)
→ -11%, -12, -2%, -2, 14%, -28%, -1%
O=C(NCCSc1ccccn1)c1ccc(Cl)cc1Cl
→ 1%, -4, -12%, -2, -18%, ?, -3%
O=C(Nc1ccc(S(=O)(=O)Nc2nccs2)cc1)c1cc(-c2ccncc2)nc2ccccc12
→ ?, -7, 4%, -2, -51%, ?, -3%
Cc1ccc(NC(=O)c2cc(N3CCOCC3)nc3ccccc23)cc1
→ ?, 7, 3%, -3, 52%, -8%, 3%
CCC(=O)Nc1c(C#N)c2nc3ccccc3nc2n1C1CCCCC1
→ ?, -13, 1%, -2, -19%, ?, 0%
O=C(NC(=S)NCCc1ccccn1)c1ccccc1
→ 94%[activator], 95*, -8%, 58*, -12%, 3%, 1%
Fc1cc(Br)ccc1COc1ccc(-c2nnco2)cc1
→ 84%[activator], 93*, -5%, 36*, 0%, 83%[activator], -1%
Nc1nc(Nc2ccccc2F)nc(NC2CCCCC2)c1[N+](=O)[O-]
→ ., 3, -3%, -1, -36%, ?, -1%
O=C(N/N=C/c1ccco1)C12CC3CC(CC(C3)C1)C2
→ 6%, 13, 2%, 14, -41%, 24%, 0%
CC[N+](CC)(CC)CCCOC(=O)C(O)(c1ccccc1)C1CCCCC1 (stereo not drawn)
→ 2.9µM*, -23, -2%, -5, 1%, ., 4%
Cc1ccc(-n2c(-c3ccccc3)c[n+]3c2CCc2ccccc2-3)c(C)c1
→ 0.93µM*, 2, 3%, 2, -4%, 0%, 0%
CC(=O)c1cccc(NC(=O)C2CCCN2S(=O)(=O)c2cccc3nsnc23)c1 (stereo not drawn)
→ ., -23, 2%, -2, -15%, ?, -1%
Nc1c(C(=O)NC2CC2)c2nc3ccccc3nc2n1-c1ccc2c(c1)OCO2
→ 1%, 24, 2%, -3, -8%, ?, 2%
COCCn1nnnc1CN(Cc1ccco1)Cc1cc2cc3c(cc2[nH]c1=O)OCO3
→ 6%, -33, 3%, -5, -4%, -11%, -3%
Cc1cc2c(cc1C)NC1(C(=O)Nc3ccccc31)C1=C(CC(C)(C)CC1=O)N2 (stereo not drawn)
→ -14%, 23, 2%, 20, ., ., -3%
COc1ccc(N2CCN(C(=O)CN3C(=O)C4CC=CCC4C3=O)CC2)cc1 (stereo not drawn)
→ 3%, 10, -3%, -2, 3%, 29%, 1%
Cc1nn(-c2ccc(F)cc2)c(C)c1/C=C/C(=O)N1CCNC(=O)C1
→ 0%, 5, -2%, -1, -10%, ?, 4%
COc1ccc(C(=O)NC(=S)N(C)C2CCCCC2)cc1
→ -11%, 50*, -12%, 36*, -13%, 12µM*, -12%
CCOC(=O)c1ccc(COC(=O)CCc2nc3ccccc3[nH]c2=O)o1
→ -23%, 14, 0%, -2, -20%, ?, 5%
CCCN1CN=C(NS(=O)(=O)c2ccc(C)cc2)NC1
→ -5%, -10, 0%, -6, -6%, -1%, -8%
CC(C)Cc1nnc(NC(=O)CSc2nc(O)c(Cc3ccccc3)c(=O)[nH]2)s1
→ -6%[5.75 µM], -11, 3%, -2, -50%, 39%[activator], 1%
O=C(Nc1ccccc1OCc1ccccc1)c1ccccc1Br
→ ?, 14, -3%, 2, -29%, ?, -8%
Fc1ccccc1Cc1noc(CN2CCC(OCc3cccnc3)CC2)n1
→ 47%[activator], 59*, 2%, 22*, -21%, 43%, 2%
CC(C)(C)NC(=O)c1cccc(NC(=O)c2ccc(NC(=O)c3ccco3)cc2)c1
→ -31%, -2, 9%, -2, -24%, 15%, -3%
COc1ccc(C(=O)/C=C2/C(=O)Nc3ccccc32)c(OC)c1
→ -6%, 15, -9%, 1, -20%, 3%, 1%
CCn1ccnc1C(O)c1cccc(OC)c1 (stereo not drawn)
→ 1%, -9, 7%, -11, -11%, ., 3%
COc1ccc(-c2ccc(C#N)c(SCC(=O)NCCc3ccccc3)n2)cc1OC
→ -28%, -10, 0%, -2, -15%, -14%, 7%
O=C(NCc1cccnc1)c1cc([N+](=O)[O-])ccc1N1CCOCC1
→ ?, 13, 2%, -3, -5%, ?, 1%
COc1cccc(N2CCN(C(=O)c3nc4nc(C)cc(C)n4n3)CC2)c1
→ -27%, -10, -2%, 1, -18%, 4%, 3%
COc1ccc(-c2noc(N3CCCC(C(=O)Nc4ccc(F)cc4F)C3)n2)cc1 (stereo not drawn)
→ 21%, 23*, 5%, 14*, -19%, 9.3µM*, -4%
COc1ccc(C(=O)N2C(=S)NC(=O)/C2=C\c2ccc(C)cc2)cc1
→ -2%, 21, -19%, 22*, -28%, 164%[activator], 1%
O=C(/C=C/Nc1ccc(Br)cn1)c1cccc(OC(F)F)c1
→ 264%[activator], ., 0%, ., -20%, 274%[activator], .
COc1cc(OC)cc(C(=O)Nn2cc(C(=O)Nc3c(F)cccc3F)c3ccccc3c2=O)c1
→ -25%, -15, 10%, -6, -1%, 66%[activator], -8%
COc1cccc(NC(=O)N2CCC(C(=O)Nc3ccc(C)cc3C)CC2)c1
→ -6%, 21, -1%, -2, -5%, 18%, -3%
CCC(OC(=O)c1ccco1)C(=O)NCc1ccc2c(c1)OCO2 (stereo not drawn)
→ 1%, 2, 2%, -5, -11%, 8%, -1%
CCC1NC(=O)C(NC(=O)c2ncccc2O)C(C)OC(=O)C(c2ccccc2)NC(=O)C2CC(=O)CCN2C(=O)C(Cc2ccccc2)N(C)C(=O)C2CCCN2C1=O (stereo not drawn)
→ ?, ., 4%, ., ., ?, .
CC(=O)Nc1cccc(C(=O)N/N=C/c2cccc(C)n2)c1
→ 7%, 23, -9%, 14, -9%, 105%[activator], -6%
CCC(C)Nc1nc(Cl)nc(N(C#N)CN2C(=O)c3ccccc3S2(=O)=O)n1 (stereo not drawn)
→ 0%, -3, 0%, 1, -38%, -7%, 2%
Cc1ccccc1NC(=O)/C(C#N)=C/c1ccc[nH]1
→ 1%, 26, -14%, 30*, 19%, 12µM*, 3%
O=C(Nc1ccc2nc(-c3ccc(Br)o3)[nH]c2c1)c1ccco1
→ ?, 74*, -7%, 24*, -40%, ., -7%
CC(=O)N1CCc2cc(Br)cc(S(=O)(=O)CCC(=O)Nc3c(C)n(C)n(-c4ccccc4)c3=O)c21
→ 0%, -2, -17%, 6, 2%, ?, 1%

(next part)
Order of results – Pf growth 48h, Shiga inhibitor, Tb PYK inh, Cycloheximide cs, AmpC inh no detg, Pf growth 96h, LmPK inh
COc1cc(C(=O)NCc2ccc(-c3nc4ccccc4s3)cc2)cc(OC)c1OC
→ 53%[activator], 74*, 3%, 27*, 79%[activator], 6%, 4%
Clc1ccc(OCCn2cnc3ccccc32)c(Cl)c1
→ -83%, 64*, 2%, 41*, 10%, ?, 1%
COc1ccccc1CC(=O)N1CCN(S(=O)(=O)c2cccs2)CC1
→ -16%, -14, -4%, 6, 17%, 15µM*, -1%
CCOc1ccc(N2CC(C(=O)NCc3nnnn3-c3ccc(C)c(C)c3)CC2=O)cc1 (stereo not drawn)
→ -20%, -3, -4%&-1%, 3, 139%[activator], 3%, 10%
COc1ccc(C)cc1NC(=O)CNC(C)C(=O)Nc1ccc(C(C)=O)cc1 (stereo not drawn)
→ -9%, -7, 9%, -1, -2%, ?, 9%
COC(=O)C1=C(C)NC(=O)NC1c1c(O)ccc2ccccc12 (stereo not drawn)
→ 9%, ., -2%, -4, -11%, ?, 2%
CC1CN(S(=O)(=O)c2ccc(CN3C(=O)c4cccnc4C3=O)cc2)c2ccccc2O1 (stereo not drawn)
→ 29%, -9, -1%, 4, -13%, ?, -1%
